Source: PubChem BioAssay
SENP7 block: SENP7 protease inhibition. recombinant SENP7, Z-RLRGG-aminoluciferin luminescence, 40 min. inhibition, % at 5 µM. 330,000 compounds, 1.5% hits. AID 434973;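 active = inhibition above about 50% at the single test dose, limit read from the data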;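 note: plate controls were DMSO with enzyme for no effect and no enzyme buffer wells for full effect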
Target sequence (Q9BQF6 706-1050 limits assumed): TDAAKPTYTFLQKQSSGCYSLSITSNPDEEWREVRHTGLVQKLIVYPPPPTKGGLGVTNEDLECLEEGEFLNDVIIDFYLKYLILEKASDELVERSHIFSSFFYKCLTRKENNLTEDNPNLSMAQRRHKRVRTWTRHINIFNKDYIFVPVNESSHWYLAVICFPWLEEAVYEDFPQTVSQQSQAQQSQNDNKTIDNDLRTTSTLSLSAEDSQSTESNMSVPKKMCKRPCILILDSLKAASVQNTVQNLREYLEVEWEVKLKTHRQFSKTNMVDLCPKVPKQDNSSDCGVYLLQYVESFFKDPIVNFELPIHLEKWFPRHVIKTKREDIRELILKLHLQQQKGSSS
UBC13 inh: blocks human UBC13 polyubiquitin chain formation; inhibition, % at 20 µM; TR-FRET; P61088; 330,000 compounds, 0.47% hits; in the data active = inhibition above about 45%, passing the limit was not always enough; inconclusive = no clear call, values can overlap the other calls
Target sequence (P61088 whole entry, looked up): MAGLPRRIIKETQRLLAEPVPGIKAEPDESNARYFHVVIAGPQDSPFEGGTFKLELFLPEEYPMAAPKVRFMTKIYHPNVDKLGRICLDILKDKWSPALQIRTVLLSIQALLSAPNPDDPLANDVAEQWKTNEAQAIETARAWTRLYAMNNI
beta cell repl: induces beta-cell replication in MIN6 cells; MIN6 cells proliferation, ATPlite luminescence, 48 h; cells starved in 0.2% serum; 100% = growth in 10% serum; proliferation, % at 10 µM; 330,000 compounds, 0.29% hits;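 active = compounds whose signal lies at least 3.5 SD above the mean of all wells on their plate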;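 note: 0% = DMSO-treated cells in low-serum medium and 100% = 10% serum control; some compounds called inactive have numbers as strong as hits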
PfGluPho inh: PfG6PD (Plasmodium falciparum) enzyme inhibition; PfGluPho enzyme, NADPH resazurin-diaphorase fluorescence; 350,000 compounds, 0.78% hits; inhibition, % at 20 µM; AID 504690;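 active = inhibition reaching at least a set limit at 20 µM in the primary screen, cut at about 59% in these data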;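 note: 0% = DMSO wells with substrate and 100% = DMSO wells lacking glucose-6-phosphate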
SENP6 block: inhibitors of human SENP6 protease; Recombinant SENP6 catalytic domain, aminoluciferin luminescence; inhibition, % at 10 µM; 330,000 compounds, 1.8% hits;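 active = inhibition above about 50% at the single tested dose, limit read from the data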;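 note: plate controls were DMSO wells with enzyme for no effect and DMSO wells lacking enzyme for full effect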
HKDC1 inhibitor: HKDC1 (human) hexokinase inhibition. Q2TB90. recombinant HKDC1, G6PDH/diaphorase resazurin coupled fluorescence. inhibition, % at 20 µM. 340,000 compounds, 0.16% hits;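 active = inhibition above about 35% when tested at 20 µM, limit read from the data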;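 note: plate controls were DMSO wells with enzyme for no effect and DMSO wells lacking enzyme for full effect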
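Incubation: 90 min at room temperature in dark / Material: recombinant HKDC1 (HK5) hexokinase enzyme, produced in-house / Quantity: enzyme 5 µg/mL final / Compound: one dose of 20 µM, 1% DMSO / Reagent: glucose and ATP substrates / Buffer or medium: Tris pH 8.0 buffer with MgCl2, Tween-20, BSA, BME / Technique: resorufin fluorescence at 613 nm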
SENP8 block-1: blocks human SENP8 cleavage of Nedd8 substrate; inhibition, % at 20 µM; AID 602440; Q96LD8; recombinant SENP8, Nedd8 substrate fluorescence; 360,000 compounds, 0.64% hits; in the data active = inhibition mostly above about 40%, no sharp cut-off; inactive = mostly below about 27%
Target sequence (Q96LD8 whole entry, looked up): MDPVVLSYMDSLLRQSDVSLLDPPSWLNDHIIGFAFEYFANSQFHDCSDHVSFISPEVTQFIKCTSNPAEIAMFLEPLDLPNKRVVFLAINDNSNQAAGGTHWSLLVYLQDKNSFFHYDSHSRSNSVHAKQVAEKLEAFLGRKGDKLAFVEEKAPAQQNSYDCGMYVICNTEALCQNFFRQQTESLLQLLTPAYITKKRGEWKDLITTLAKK
SENP1 FRET inh: inhibitors of human SENP1 SUMO protease catalytic domain; recombinant SENP1 catalytic domain, CyPet-SUMO1-YPet FRET cleavage; Q9P0U3; 360,000 compounds, 0.21% hits; inhibition, % at 10 µM;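 active = inhibition at least 30% at 10 µM, raw YFP signal under a set limit, fluorescence ratio 0.5 to 1.5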;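 note: 0% = enzyme with DMSO and 100% = no enzyme wells; some results filed as inactive read as strong as hits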
Target sequence (Q9P0U3 419-644 limits assumed): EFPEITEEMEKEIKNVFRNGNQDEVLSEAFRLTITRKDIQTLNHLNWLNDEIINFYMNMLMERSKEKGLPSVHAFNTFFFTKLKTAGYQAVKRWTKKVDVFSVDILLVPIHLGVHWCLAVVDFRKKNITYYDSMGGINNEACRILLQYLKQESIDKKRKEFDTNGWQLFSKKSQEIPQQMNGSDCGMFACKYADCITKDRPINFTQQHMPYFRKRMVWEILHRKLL
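Material – human SENP1 catalytic domain · Input – SENP1 enzyme, 20 pM final · Compound dosing – single concentration of 10 µM compound, 0.5% DMSO final · Timing – enzyme reaction for 50 min at room temperature, dark · Measured by – FRET fluorescence in CFP and YFP emission channels · Control set – no-enzyme wells low, DMSO-plus-enzyme wells high control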
SENP8 block-2: SENP8 protease inhibition. Q96LD8. purified SENP8, Z-RLRGG-aminoluciferin cleavage, luminescence. inhibition, % at 10 µM. 330,000 compounds, 1.2% hits. AID 2540; in the data active = inhibition above about 50%
Active calls of the source: *; ? = inconclusive; nt = not tested or not shown.

SMILES	SENP7 block	UBC13 inh	beta cell repl	PfGluPho inh	SENP6 block	HKDC1 inhibitor	SENP8 block-1	SENP1 FRET inh	SENP8 block-2
CC1=C(C(=O)N2CCCCCC2)C2(CCC(C)CC2)OC1=O (stereo not drawn)	6	5	2	-19	-4	-2	10	2	3
CCOC(=O)c1sc2c(c1C)c(=O)c(C(=O)OCC)cn2CC	5	1	-1	-5	1	4	-68	2	0
Cc1ccccc1NC(=O)C1CCN(c2cc(-c3ccccc3)nc3ncnn23)CC1	-3	10	-3	9	-18	-5	-183	-1	-2
Cc1c(CCO)c(=O)[nH]n1S(=O)(=O)c1cccc(C(F)(F)F)c1	4	-3	2	9	8	-2	4	2	0
COc1ccc(C(=O)OC(C)CN2CCOCC2)cc1 (stereo not drawn)	-4	4	-1	6	-36	-2	10	1	-2
CCOc1ccc2nc(NCCNC(=O)Nc3cccc(C)c3)c(C#N)cc2c1	11	2	2	40	-5	13	-301	-23	11
O=C1O/C(=C/c2ccccc2)c2ccccc21	27	-3	-1	20	59*	-7	-29	1	22
CC1(C)CC(NC(=O)CCC2CCCC2)CC(C)(C)N1	5	-8	-4	8	7	0	13	0	2
Nc1nnc(CCS(=O)(=O)c2cc(Cl)ccc2Cl)s1	-4	-7	-2	-6	-10	-9	29	2	-5
CCCCOc1cccc(OCCCC)c1C(=O)Nc1cc(C)on1	-7	2	-1	12	-17	-6	20	1	-8

With a hit mark in SENP6 block, of those listed so far:
| SMILES | SENP7 block | UBC13 inh | PfGluPho inh | SENP6 block | HKDC1 inhibitor | SENP1 FRET inh |
| --- | --- | --- | --- | --- | --- | --- |
| O=C1O/C(=C/c2ccccc2)c2ccccc21 | 27 | -3 | 20 | 59* | -7 | 1 |

Further results follow:
SMILES	SENP7 block	UBC13 inh	beta cell repl	PfGluPho inh	SENP6 block	HKDC1 inhibitor	SENP8 block-1	SENP1 FRET inh	SENP8 block-2
COc1ccc(NC(=O)CS(=O)c2cccc(C(F)(F)F)c2)cc1 (stereo not drawn)	-7	6	2	-3	1	-6	12	3	-2
CC(C)(C)C(=O)COC(=O)c1c2c(nc3ccccc13)CCC2	-2	-10	1	26	9	-8	-35	-2	-6
Cc1ccc(-c2nnc(N3CCOCC3)c3ccccc23)cc1S(=O)(=O)NCc1cccnc1	-12	-22	-1	-16	-23	4	-4	1	-10
O=C(CCc1nc(-c2ccc(Cl)cc2)no1)NCC1CCCO1 (stereo not drawn)	-7	0	1	-8	-4	-3	8	0	3
CCCCCCC1NC(C(=O)O)CS1 (stereo not drawn)	5	5	-1	-7	-6	-7	16	3	1
COC(=O)c1ccc2c(c1)C(=O)/C(=C/c1ccc(O)cc1)O2	nt	nt	nt	-28	nt	4	-300	-26	nt
CCN(CC)S(=O)(=O)c1ccc2[nH]cc(C(=O)NCCCN3CCCCC3)c(=O)c2c1	2	-2	-2	-17	0	-10	-112	1	-1
Cc1cc(SCC(=O)Nc2cccc(S(=O)(=O)NC3=NCCCCC3)c2)c(C)cc1Br	-5	-8	-4	-14	-9	-2	10	1	-8
COc1cccc(C(=O)N(c2ccccc2)C2C=CS(=O)(=O)C2)c1 (stereo not drawn)	-3	6	-1	-11	-5	6	14	1	-5
C[C@@]12C(=O)Nc3ccc(F)cc3C(=O)N1[C@H]1c3cc(Br)ccc3OC[C@@H]1[C@@H]2c1ccccc1	5	?	-5	5	-5	-1	-11	-1	-2

Sorted by heavy-atom count (ascending): some entries from above.
SMILES	SENP7 block	UBC13 inh	beta cell repl	PfGluPho inh	SENP6 block	HKDC1 inhibitor	SENP8 block-1	SENP1 FRET inh	SENP8 block-2
COC(=O)c1ccc2c(c1)C(=O)/C(=C/c1ccc(O)cc1)O2	nt	nt	nt	-28	nt	4	-300	-26	nt
O=C(CCc1nc(-c2ccc(Cl)cc2)no1)NCC1CCCO1 (stereo not drawn)	-7	0	1	-8	-4	-3	8	0	3
Cc1cc(SCC(=O)Nc2cccc(S(=O)(=O)NC3=NCCCCC3)c2)c(C)cc1Br	-5	-8	-4	-14	-9	-2	10	1	-8
C[C@@]12C(=O)Nc3ccc(F)cc3C(=O)N1[C@H]1c3cc(Br)ccc3OC[C@@H]1[C@@H]2c1ccccc1	5	?	-5	5	-5	-1	-11	-1	-2

Later entries:
SMILES	SENP7 block	UBC13 inh	beta cell repl	PfGluPho inh	SENP6 block	HKDC1 inhibitor	SENP8 block-1	SENP1 FRET inh	SENP8 block-2
CCOC(=O)c1[nH]c2c(c1-c1ccccc1)C(=O)CC(c1ccccc1)C2 (stereo not drawn)	-2	3	3	-18	-9	1	16	0	-7
COc1cc(OC)c(C(=O)N2CCN(c3ccccn3)CC2)cc1OC	-1	4	-1	2	-6	-6	-7	6	-2
CCC(C)(C)NC(=O)CCn1c(-c2ccccc2)cc(C(C)=O)c1C	0	-2	-1	-6	-4	-4	8	2	8
O=C(CC(n1cncn1)C(Cl)(Cl)Cl)c1ccc([N+](=O)[O-])cc1 (stereo not drawn)	2	-5	-7	19	-5	8	10	-3	0
Cc1cccc(NC(=O)NNC(=O)c2ccc3ccccc3c2)c1	4	5	0	-9	0	-2	2	2	-1
CCCCn1c(N)c(N(CCOC)C(=O)c2ccc(N(C)S(=O)(=O)c3ccc(C)cc3)cc2)c(=O)[nH]c1=O	-9	-5	-1	4	-13	-4	-6	0	-4
COC(=O)[C@H](Cc1ccccc1)NC(=O)N1CCC(C)CC1	-3	-20	-4	4	1	2	15	4	3
COCC(=O)NC1CC2CCC(C1)N2C(=S)Nc1ccccc1C(=O)OC (stereo not drawn)	6	-13	-3	-17	-11	1	-8	0	1
O=c1[nH]c2ccc(NS(=O)(=O)c3ccc4ccccc4c3)cc2[nH]1	0	-4	-2	42	-28	5	-7	-31	-3
Cc1c(Cl)sn(-c2ccc(Cl)cc2)c1=O	1	-12	-5	106*	-5	1	-6	0	0
N=c1sccn1CC(=O)Nc1ccc(S(N)(=O)=O)cc1	-8	-5	-2	-17	-15	8	8	1	-12
O=C1/C(=C\c2ccco2)SC(=S)N1C1CCCCC1	9	-3	0	nt	8	nt	nt	nt	7
C=CCc1cc(C)ccc1OCCOCCC(C(=O)OCC)C(=O)OCC	-7	-11	-1	4	-22	-5	-2	0	-13
CCOC(=O)/C(C#N)=C/Nc1cc(C(C)(C)C)sc1C(C)=O	3	-3	0	-5	-8	0	4	-24	4
O=[N+]([O-])c1ccc(Oc2cccc3cccnc23)c(Cl)c1	6	2	2	111*	7	4	20	2	2
O=C(N/N=C/c1ccncc1)c1cc(-c2ccc(Br)s2)[nH]n1	-16	6	0	-4	-17	4	12	-1	-13
CCNC(=O)CSc1ncnc2sccc12	3	-1	-1	-2	-18	0	-22	-10	2
COC(=O)c1c(C)oc2ccc(N(C(=O)c3ccncc3)S(=O)(=O)c3ccc(C)cc3C)cc12	-1	-4	-5	19	1	-2	2	-13	-4
C=CCn1c(COc2ccc(F)cc2)nnc1SCC(=O)N1CC(=O)Nc2ccccc21	-1	9	-3	11	-10	-4	2	2	-4
CCC(O)C1CCN(C(=O)c2cc(COc3ccc4ncccc4c3)on2)CC1 (stereo not drawn)	5	1	-5	15	-2	-2	-2	1	3
Cc1noc(C)c1CN1C(=O)c2ccccc2C1=O	7	4	-1	-4	-6	-6	1	2	9
COc1ccc(C(=O)NCC(c2cccs2)N2CCOCC2)cc1OC (stereo not drawn)	-1	8	8	-6	-2	-4	5	-1	-6
COCCn1c(SCC(=O)Nc2ccc3c(c2)CCC3)nc2ccccc2c1=O	2	9	-3	-4	-8	8	16	2	-9
O=C(COC(=O)c1cc(Cl)ccc1Cl)Nc1ccc2[nH]c(=O)[nH]c2c1	16	-3	-1	2	-15	2	-80	-16	-13
COc1cc(C2(O)CCCCC2C)cc(OC)c1OC (stereo not drawn)	-10	2	0	-13	-8	2	32	1	-3
Cc1cccc(C(=O)OCC(=O)NC(C)CCc2ccccc2)c1 (stereo not drawn)	7	0	-1	2	6	6	7	1	-3
COc1ccc(CN2CCNC(=O)C2CC(=O)N(C)CCC2CCOCC2)cc1OC (stereo not drawn)	7	-4	-2	9	-8	-3	8	-2	-4
Cc1cc(NC(=O)CCC(=O)N(C2CC2)C(C(=O)NC(C)(C)C)c2ccccc2Cl)no1 (stereo not drawn)	-1	2	0	14	3	-7	0	0	-2
COc1ccccc1C1=NOC(Cn2c(NCC3CCCO3)nc3c2c(=O)n(C)c(=O)n3C)C1 (stereo not drawn)	-14	-8	-3	-3	-20	9	10	0	-8
COc1cc(Br)ccc1C1CC(=O)C(C)C(c2ccc(Br)cc2OC)N1 (stereo not drawn)	-7	-5	-7	-21	-32	0	15	2	-8
CN(C)c1nc(-c2ccccn2)nnc1-c1ccccc1	0	9	0	-14	-12	3	18	-1	3
COC(=O)CSc1cc([N+](=O)[O-])ccc1NC(=O)OC	6	3	-1	6	5	0	2	1	-6
O=c1c2ccc([N+](=O)[O-])cc2ncn1CCOc1cccc(Br)c1	0	-1	-3	12	20	-3	-39	-34	3
CC(C)(C)c1cc(C(=O)NNC(=O)Nc2cccc(Cl)c2)n(Cc2ccccc2)n1	1	-8	-5	17	-4	1	8	1	-3
O=c1c2ccccc2nc(SCc2ccc(F)cc2Cl)n1CCCN1CCOCC1	-6	-3	-5	13	-3	3	15	4	-9
CSc1ccccc1OC1CCN(Cc2ccccc2)CC1	3	3	-2	0	-15	-11	5	-2	-13
Cc1ccc2cc(CN(CC3CCCO3)C(=O)Nc3ccccc3F)c3nnnn3c2c1 (stereo not drawn)	1	3	-5	6	13	1	13	1	1
CCN1C(=O)[C@H]2[C@H]3CN=C(SC)N3[C@@](C)(C(=O)OC)[C@H]2C1=O	nt	nt	nt	3	nt	-8	8	1	nt
CC1CCc2nc3ccc(S(=O)(=O)N4CCC(C(=O)NC5CCCC5)CC4)cc3c(C(=O)O)c2C1 (stereo not drawn)	2	-15	2	-7	6	-2	-12	-12	4
OC(CNCCc1ccccc1)COc1ccc(OCC(O)CNCCc2ccccc2)cc1 (stereo not drawn)	-4	15	-4	5	-3	-5	23	1	-9
Cc1cc(C)nc(N2CCCC(C(=O)Nc3nnc(C(C)C)s3)C2)n1 (stereo not drawn)	-9	-17	-2	nt	-8	nt	nt	nt	-10
Cn1ncc(Cl)c1C(=O)NC(=S)Nc1sc2c(c1C#N)CCCCC2	-5	-6	-3	39	13	8	21	-4	-14
CCn1cc(S(=O)(=O)c2ccc(OC)cc2)c(=O)c2cc(OC)ccc21	3	-1	-2	-6	10	1	-27	-1	6
O=C(O)c1ccccc1C(=O)N1CCN(C(=O)c2ccccc2Cl)CC1	4	0	-1	10	5	-10	23	0	-14
NC(=O)c1nn(CC(=O)Nc2cccc(S(=O)(=O)N3CCCCCC3)c2)c(=O)c2ccccc12	-8	1	1	5	-2	-2	2	0	-19
Cc1ccc(NC2CCCN(C(=O)c3ccoc3)C2)cc1C (stereo not drawn)	-17	-2	4	16	3	8	13	1	-8
CC(CC(=O)Nc1cccc(F)c1)S(=O)(=O)c1ccc2c(c1)NC(=O)CO2 (stereo not drawn)	2	9	-4	-1	-4	-3	12	0	-5
O=C(NC1CCCN(Cc2ccc(Cl)cc2)C1)c1ccccc1C(F)(F)F (stereo not drawn)	-2	0	-2	-7	-12	-1	12	-1	-9
CC(=O)c1ccc(NC(=O)CCS(=O)(=O)c2ccc3c(c2)n(C)c(=O)c(=O)n3C)cc1	9	-9	0	16	-6	-6	5	4	-10
Cc1cccc2sc(N(CCCN(C)C)C(=O)c3nc4ccccc4s3)nc12	3	25	-1	7	-4	4	-20	-25	-1
COc1cccc(NC(=O)C(Sc2nnnn2C)c2ccccc2)c1 (stereo not drawn)	5	8	-1	14	9	-4	5	-1	3
